FUS suppressor: rescues growth of FUS-expressing yeast; AID 1347120; hit rate 0.24% among 390,000; S. cerevisiae FUS-expressing, growth rescue, OD600, 24 h; Potency, µM (doses to about 76.6 µM), without a hit: at the highest dose growth rescue (activation), most hits filed as activators;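 further: potency means the concentration at half of the fitted maximal effect; plate controls were DMSO vehicle for no effect and reference control for full effect; nearly all actives have a fitted effect of over 55% in size; some results filed as inactive show a strong effect at the top dose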
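Absorbance at 600 nm, taken 24hr after compound addition, measured rescue of FUS-yeast growth at 30C. Induction used 2% galactose with seeding at OD 0.005. Controls: CP55940 from 92uM final, DMSO only.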
Abeta rescue: compounds reversing amyloid beta toxicity in yeast; AID 1347071; yeast expressing A-beta42, growth rescue, OD600, 48 h; response scale: 0% DMSO, 100% iron-clioquinol control; Potency, µM (top dose mostly 46.1 µM), for inactives: at the highest dose growth rescue, most hits filed as activators; hit rate 0.063% among 410,000; further: potency means the concentration at half of the fitted maximal effect; nearly all actives have a fitted effect of over 55% in size
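Growth rescue measured by 600 nm absorbance after 48 h yeast culture at 30 C with compound. Values normalized between DMSO and an equimolar ferric chloride plus clioquinol control.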
PTHR1 agonist: PTHR1 (human) receptor agonism. HEK293 GP2 PTHR1 cells, GloSensor cAMP luminescence, 1 h. hit rate 0.075% among 410,000. Potency, µM (top dose mostly 115 µM), for inactives: at the top dose activation, actives largely listed as activators. Q03431; further: potency means the concentration at half of the fitted maximal effect; nearly all actives have a fitted effect of over 55% in size; some results filed as inactive show a strong effect at the top dose; inactives centre near -15; many of its hits are not listed in these tables
Target sequence (Q03431 whole entry, looked up): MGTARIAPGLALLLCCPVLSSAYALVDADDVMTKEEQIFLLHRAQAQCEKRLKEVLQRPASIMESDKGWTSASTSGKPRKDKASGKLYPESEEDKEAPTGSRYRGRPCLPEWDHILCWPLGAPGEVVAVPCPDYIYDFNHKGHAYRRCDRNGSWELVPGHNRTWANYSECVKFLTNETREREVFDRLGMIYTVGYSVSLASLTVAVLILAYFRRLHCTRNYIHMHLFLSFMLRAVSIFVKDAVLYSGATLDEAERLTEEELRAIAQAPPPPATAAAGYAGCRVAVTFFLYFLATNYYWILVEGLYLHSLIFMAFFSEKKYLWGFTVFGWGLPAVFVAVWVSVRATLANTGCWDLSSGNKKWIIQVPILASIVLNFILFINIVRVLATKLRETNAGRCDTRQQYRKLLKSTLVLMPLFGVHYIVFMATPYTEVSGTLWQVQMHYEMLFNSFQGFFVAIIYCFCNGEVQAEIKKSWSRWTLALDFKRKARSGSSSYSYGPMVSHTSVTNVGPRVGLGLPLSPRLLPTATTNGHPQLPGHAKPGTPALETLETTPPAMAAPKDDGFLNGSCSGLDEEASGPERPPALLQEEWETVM
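HEK-293-derived GP2 cells expressing PTHR1 and a GloSensor cAMP reporter, 3,000/well, plated overnight, given luciferin plus IBMX (each 0.5 mM as added) for 1 h at 37 °C, then compound for 1 h at 37 °C. Luminescence was read after 15 min at room temperature.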
aSyn yeast inh: inhibitors of alpha-synuclein toxicity in yeast; Yeast expressing alpha-synuclein, growth rescue, BacTiter-Glo, 24 h; Potency, µM (titrated, usually from 46.1 µM), without a hit: at the highest dose growth rescue (activation), hits mostly activators; hit rate 0.14% among 370,000; further: potency means the concentration at half of the fitted maximal effect; % of control where 0% means no effect; nearly all actives have a fitted effect of over 65% in size
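Rescue of yeast growth: cells expressing toxic alpha-synuclein, induced in galactose at OD600 0.02, incubated with compound 24 h at 30 C. ATP luminescence quantified growth; inhibitors of toxicity appear as activators.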
Akt phos inh: blocks phosphorylation of Akt; Neuro2A IGF-stimulated pAkt S473 HTRF, 20 min; active compounds read low; activity change, % for hits at 50 µM; hit rate 0.32% among 360,000; in the data active means activity change below about -80%; inconclusive means mostly about -51% to -80%; further: on the % scale 0 is the no-effect control and ±100 the full control effect
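Neuro2A cells in DMEM with 0.5% FBS, overnight at 37 deg C, given compound at single 50 µM final, then IGF (6 nM final) for 20 min at 37 deg C. Lysed; phospho-Akt Ser473 by HTRF after 24 h, 665/615 ratio.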
TDP-43 yeast inh: TDP-43 toxicity inhibition in yeast; TDP-43 expressing yeast growth rescue, BacTiter-Glo, 24 h; Potency, µM (series often up to 46.1 µM), without a hit: at the highest dose growth rescue (activation), actives largely listed as activators; hit rate 1.8% among 410,000; AID 652104; further: potency means the concentration at half of the fitted maximal effect; % of control where 0% means no effect; nearly all actives have a fitted effect of over 50% in size
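In this qHTS, compounds that restore growth of yeast expressing TDP-43 appear as activators. Cells (OD600=0.02, galactose medium, raffinose-pregrown) are incubated with compound 24 hr at 30 deg C and growth is quantified by BacTiter-Glo.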
D3 antag: antagonists of human D3 dopamine receptor; P35462; D3R cells, DiscoveRx beta-arrestin luminescence, antagonist mode; active compounds read low; max response, negative = inhibition, %; hit rate 2.5% among 360,000; in the data active means max response below about -50%; inconclusive means no clear call, values can overlap the other calls; further: on the % scale 0 is the no-effect control and ±100 the full control effect; mostly tested at two doses, the higher about 12 µM
Target sequence (P35462 whole entry, looked up): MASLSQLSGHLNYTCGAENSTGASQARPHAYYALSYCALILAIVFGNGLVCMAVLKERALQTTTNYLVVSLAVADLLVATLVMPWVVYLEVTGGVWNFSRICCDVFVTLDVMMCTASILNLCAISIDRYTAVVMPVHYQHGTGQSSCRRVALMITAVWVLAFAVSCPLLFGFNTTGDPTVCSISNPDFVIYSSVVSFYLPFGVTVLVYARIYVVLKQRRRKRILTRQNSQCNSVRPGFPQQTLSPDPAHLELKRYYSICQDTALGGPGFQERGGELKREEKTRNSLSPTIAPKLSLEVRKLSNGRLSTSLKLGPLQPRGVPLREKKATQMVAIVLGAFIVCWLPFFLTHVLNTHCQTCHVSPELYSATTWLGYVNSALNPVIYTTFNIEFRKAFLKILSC
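Cells plated overnight at 1500 cells/well, then exposed to library compounds with dopamine controls for 90 minutes at 37 degrees C. DiscoveRx reagent added for 30–60 minutes at room temperature; luminescence read, quantitative HTS format.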
GLP1R ag: activates the human GLP-1 receptor. Potency, µM (doses to about 45.6 µM), for inactives: top-dose activation, most hits filed as activators. hit rate 0.007% among 380,000. P43220. HEK293 GLP-1R CRE-luciferase, luminescence, 4-6 h; cells express a hypersensitive GLP-1R form. AID 624172; further: potency means the concentration at half of the fitted maximal effect; % of control where 0% means no effect
GLP1R inv ag: inverse agonists of human GLP-1 receptor. HEK293 GLP-1R CRE-luciferase, luminescence, 24 h; GLP-1R form is constitutively active. Potency, µM (titrated, usually from 38.3 µM), without a hit: top-dose activity change, negative = inhibition, hits mostly inhibitors. AID 624417. hit rate 1.6% among 410,000; further: potency means the concentration at half of the fitted maximal effect; on the % scale 0 is the no-effect control and ±100 the full control effect; nearly all actives have a fitted effect of over 55% in size
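GLP-1R inverse agonism mode: basal reporter luminescence in engineered HEK293 cells measured after one day of compound exposure at 37 deg C, with a 12 min room-temperature detection step.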
* = called active by the depositor; i = inactive; ? = inconclusive; · = not tested or not shown; [ ] = another dose, or the depositor's remark. Unless noted, the call rests on the fitted dose curve; in most records, active means well fitted curve in the direction sought with a large enough effect; inconclusive means small, poorly fitted or top-dose-only effect, or another doubt; inactive means no such curve, though single readings can be large; an effect the other way counts as inactive or inconclusive.

Results follow in this order: Akt phos inh	TDP-43 yeast inh	aSyn yeast inh	Abeta rescue	GLP1R inv ag	D3 antag	PTHR1 agonist	GLP1R ag	FUS suppressor
> Cc1ccc(S(=O)(=O)N(CC(=O)NCc2cccnc2)C2CCCCC2)cc1
    i	-3%	5%	-10%	5%	11	i	4%	11%
> CC1(c2ccccc2)NC(=O)N(CC(=O)Nc2ccccc2N2CCCC2)C1=O (configuration not stated)
    i	-7%	1%	-2%	-18%	10	i	10%	10%
> Cc1oc(/N=C/c2ccccc2O)c(C#N)c1C
    i	-24%	-1%	-14%	-12%	0	-4%	-12%	5%
> Cc1ccc(S(=O)(=O)/N=C2/NC(=O)/C(=C/c3ccccn3)S2)cc1
    i	-9%[0.397 µM]	20%	?	-11%	4	-23%	9%	2%
> CNc1ncc(-c2nnnn2-c2ccccc2)c(-c2ccccc2)n1
    i	8%	-3%	14%	?	-1	-24%	9%	3%
> C=CCc1ccccc1OCC(O)Cn1ccnc1C (configuration not stated)
    ·	-8%	1%	11%	-8%	14	i	-10%	9%
> Cc1noc(C)c1NC(=O)Nc1cccc2c1O[C@@H](CN(C)C)[C@@H](C)CN([C@H](C)CO)C2=O
    i	10%	-1%	-2%	9%	20	-17%	15%	-9%
> Cc1sc(NC(=O)/C=C/c2ccco2)c(C(=O)O)c1C
    i	-2%	-17%	-10%	-11%	-9	-11%	3%	2%
> Cc1ccccc1CNC(=O)CCC(=O)N1CCOc2ccc(Cl)cc21
    i	0%	0%	-1%	?	-7	-19%	2%	3%
> O=C(O)c1ccc2c(c1)C(=O)N(Cc1ccc3c(c1)OCO3)C2=O
    ·	1%	·	1%	-3%	6	-10%	7%	-7%

Results follow in this order: Akt phos inh	TDP-43 yeast inh	aSyn yeast inh	Abeta rescue	GLP1R inv ag	D3 antag	PTHR1 agonist	GLP1R ag	FUS suppressor
> COc1ccc(CCc2nnc(CCC(=O)NCc3cnn(-c4ccccc4C)c3)o2)cc1
    i	5%	2%	4%	-31%	6	-19%	-2%	11%
> O=C1OCc2ccc(NC(=O)c3sccc3Cl)cc21
    i	-2%	-7%	-8%	13%	-9	13%	4%	0%
> CCN(CC(=O)Nc1cc(Cl)ccc1C)C(=O)CSCc1c(C)noc1C
    i	-23%	-2%	-13%	-14%	-14	15%	14%	33%
> COC(=O)C1CCN(S(=O)(=O)c2ccc(N3CCCCS3(=O)=O)cc2)CC1
    ·	16%[9.22 µM]	·	-21%	-11%	·	-20%	·	-21%
> COc1ccc(OC)c2sc(NC(=O)c3ccc(S(=O)(=O)N4CCCC4)cc3)nc12
    ·	-3%	-5%	-14%	12%	·	-19%	-2%	-1%
> CCOC(=O)C1CCN(C(=O)C(C)Oc2ccc(C(=O)c3ccccc3)cc2)CC1 (configuration not stated)
    i	?	5%	13%	?	4	-80%[inhibitor]	0%	-6%
> COc1cccc(-c2nc(CS(=O)(=O)CC(=O)Nc3ccc(C)c(Cl)c3)c(C)o2)c1
    ·	-5%	·	-23%	12%	·	?	·	19%
> COc1ccc(CN2C(=O)C(CC(=O)NCCCN(C)C)CC(C(=O)N(C(C)C)C(C)C)=C2C)cc1 (configuration not stated)
    i	2%	2%	-3%	1%	8	-18%	7%	-24%
> COc1ccccc1/C=C/CN1CCC(n2nccc2NC(=O)C2CC2)CC1
    i	-4%	4%	8%	4%	-15	-20%	1%	-12%
> NC(=O)Cn1cnc2c(nnn2-c2ccc(F)cc2)c1=O
    i	-3%	4%	-2%	12%	2	-8%	4%	13%

Results follow in this order: Akt phos inh	TDP-43 yeast inh	aSyn yeast inh	Abeta rescue	GLP1R inv ag	D3 antag	PTHR1 agonist	GLP1R ag	FUS suppressor
> CC(=O)Nc1ccccc1OCc1nnc(-c2ccccc2Cl)o1
    i	12%	11%	11%	31%[activator]	11	-11%	3%	-10%
> C=CCON1C(=O)c2ccccc2C1=O
    i	5%	7%	12%	-1%	-7	0%[57.5 µM]	-14%	-46%
> C#CC[N+](CC)(CC)CC#Cc1cccc(Cl)c1
    i	12%	-2%	1%	-20%	-22	-2%[57.5 µM]	-12%	8%
> CCOC(=O)c1sc(NC(=O)c2ccc(C)s2)cc1C
    i	6%	12%	-1%	?	-29	-30%[inhibitor]	1%	7%
> COc1ccccc1CNC(=O)c1cc2c(=O)oc3ccc(C)cc3c2s1
    ·	13%	·	-2%	14%	·	i	-1%	-19%
> O=C(COc1ccccc1)NNC(=O)c1ccc(Cl)cc1
    i	4%	-1%[1.84 µM]	-7%	7%	-20	-14%	0%	3%
> Cn1cccc1/C=N/N1CCN(Cc2ccccc2Cl)CC1
    i	0%[1.82 µM]	0%	16%	-22%	-25	1%	3%	?
> CN1CCN(C(=O)c2ccc(S(=O)(=O)N(C)c3ccccc3)cc2)CC1
    i	8%	-6%	2%	-13%	5	-18%	-1%	-17%
> CC(C)CC(N)c1csc(Nc2ccc(C(=O)NCCCO)cn2)n1 (configuration not stated)
    i	20%	6%	-6%	2%	46	-7%	5%	25%
> Cc1c(O)nc(SCC(=O)Nc2ccc3c4c(cccc24)CC3)n(-c2ccc(F)cc2)c1=O
    i	5%	1%	-2%	9%	4	-16%	1%	17%

Results follow in this order: Akt phos inh	TDP-43 yeast inh	aSyn yeast inh	Abeta rescue	GLP1R inv ag	D3 antag	PTHR1 agonist	GLP1R ag	FUS suppressor
> CN(CC(=O)Nc1ccc(Cl)c(Cl)c1)CC(=O)N1CCCCCC1
    i	-9%	0%	4%	?	16	i	6%	-28%
> CCN(CC)S(=O)(=O)c1ccc2nc(NC(=O)c3ccc(Br)o3)sc2c1
    ·	-5%	·	-9%	5%	·	i	·	-14%
> CS(=O)(=O)N1CCC(n2c(C(F)(F)F)nc3cccnc32)CC1
    ·	20%	·	-1%	7%	·	i	·	-4%
> Cc1ccc(S(=O)(=O)NC(C)(C)CN2CCNCC2)cc1
    i	-4%	0%	5%	-19%	?	-9%	-2%	22%
> O=C(O)c1ccc(OCCN2CCCC2=O)cc1
    i	-6%	0%	-8%	6%	1	i	-4%	3%
> Cn1c(-c2sc3cc(C(F)(F)F)cnc3c2-c2ccccc2)n[nH]c1=S
    i	?	11%	-16%	-8%	11	-4%	-7%	?
> O=C(COCc1cc(-c2ccc3c(c2)OCO3)on1)NCc1ccccc1Cl
    ·	28µM*	·	6%	-3%	·	-24%	·	26%
> Cc1cc(Cl)ccc1OCC(=O)NCCCN1CCOCC1
    i	-2%	0%	-3%	0%	1	-4%[57.5 µM]	2%	9%
> CSCCC(NC(=O)C1CCC(C)CC1)C(=O)O (configuration not stated)
    i	7%	-10%	16%	0%	7	-6%[57.5 µM]	-8%	9%
> CCc1ccc(NC(=O)c2ccc(F)c(S(=O)(=O)N3CCN(c4cc(C)ccc4C)CC3)c2)cc1
    ·	17%	·	-15%	-3%	·	i	·	-1%

Results follow in this order: Akt phos inh	TDP-43 yeast inh	aSyn yeast inh	Abeta rescue	GLP1R inv ag	D3 antag	PTHR1 agonist	GLP1R ag	FUS suppressor
> CC1(C)CC(=O)C2=C(C1)N(c1ccc(F)cc1)C(=O)C2(O)C(F)(F)F (configuration not stated)
    i	19%	-7%	-15%	18%	-20	i	-1%	·
> O=C(CNC(=O)c1ccccc1)NCC(=O)OCc1ccccc1Cl
    i	10%[9.22 µM]	0%	-7%	4%[7.66 µM]	4	i	3%	7%
> CSc1nnc(COc2ccc(C)cc2)n1N
    i	10%	0%	1%	0%	15	-5%[57.5 µM]	-13%	22%
> Fc1ccc(C2CC(c3ccccc3)n3ncnc3N2)cc1 (configuration not stated)
    i	4%	3%	27%	-24%	24	i	-5%	-6%
> COc1ccc(CC(=O)N/N=C/c2ccc(C)s2)cc1
    i	-23%	-19%	-9%	?	4	?	5%	25%
> Cc1ccc(NC(=O)OCCN2CCN(Cc3ccccc3)CCC2=O)cc1C
    i	19%	2%	5%	3%	8	-39%[inhibitor]	-2%	-16%
> Cc1ccc(S(=O)(=O)N2C[C@H]3[C@H]4C(=O)N(c5ccccc5)C(=O)[C@H]4C[C@H](OC(=O)NCC4CCCCC4)[C@@]3(O)C2)cc1
    i	18%	-1%	0%	4%	0	-12%	9%	?
> Cc1cc(-c2ccc(Br)s2)nc(-n2cccc2)n1
    i	-12%	1%	-23%	29%	4	i	3%	19%
> Cn1c(=O)c2cc(NC(=O)NCc3ccc(Cl)cc3Cl)ccc2n1Cc1ccccc1
    i	11%	6%	-14%	-6%	-6	i	8%	-3%
> CC(C)C[C@H](NC(=O)N1CCn2c1nc1ccccc12)C(=O)NCc1ccco1
    i	-9%	-4%	-6%	?	-13	-11%	9%	26%

Results follow in this order: Akt phos inh	TDP-43 yeast inh	aSyn yeast inh	Abeta rescue	GLP1R inv ag	D3 antag	PTHR1 agonist	GLP1R ag	FUS suppressor
> CCc1ccc(/C(C)=N/NC(=O)CNC(=O)/C=C/c2ccco2)cc1
    i	-8%	-3%	-11%	52%[activator]	-5	-5%	4%	22%
> COC(=O)c1sccc1NC(=O)c1ccc(OC)c([N+](=O)[O-])c1
    i	3%	-1%	7%	-7%[0.307 µM]	-8	i	-6%	3%
> Cc1ccc(-n2nc3c(=O)n(CC(=O)NCc4ccccn4)nc(C)c3c2C)cc1
    i	6%	6%	·	1%	3	-13%	-4%	-16%
> CC(=O)Nc1nonc1-c1nnc(SCc2ccc(Cl)cc2)n1C
    ·	1%[9.22 µM]	·	5%	-6%	·	-19%	·	-1%
> c1ccc(NC2=NCCN2CCC2CCCC2)cc1
    i	7%	-12%	0%	0%	-9	i	4%	-8%
> CC1Cc2ccccc2N1S(=O)(=O)c1cnc(Cl)c(Br)c1 (configuration not stated)
    i	?	9%	-17%	?	?	-2%	4%	-26%

Not all compounds are listed. The share of hits here may be higher or lower than overall.
